Screens deposited in PubChem BioAssay by National Center for Advancing Translational Sciences (NCATS).
p53null 32C kill – p53 null cell cytotoxicity, permissive temperature | H1299-neo p53 null cells, ATP luminescence, 24 h, 32C | Potency, µM (top dose mostly 46.1 µM), for inactives: at the highest dose activity change, negative = cytotoxicity, actives largely listed as cytotoxic | 0.62% of 55,000 active | AID 903;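 note: potency is the fitted concentration of half-maximal effect; 0% = DMSO only and -100% = full killing by 100 µM tamoxifen; nearly all actives have a fitted effect of over 55% in size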
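We seeded p53-null H1299-neo cells, incubated them overnight at 37C, and added compounds across a range up to 46 uM. After 24 hours at 32C, ATP reagent was applied for 20 min at room temperature and luminescence recorded.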
NTMT1 inhibitor – NTMT1 methyltransferase inhibition. Q9BV86. NTMT1 MTase-Glo SAH luminescence, purified enzyme. Potency, µM (doses to about 114 µM), without a hit: top-dose activity change, negative = inhibition, actives largely listed as inhibitors. 2.5% of 59,000 active. AID 1645870;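 note: potency is the fitted concentration of half-maximal effect; plate controls were DMSO vehicle for no effect and no enzyme for full effect; nearly all actives have a fitted effect of over 65% in size; many of its hits are not listed in these tables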
FH mod – Identification of activators of human fumarate hydratase by quantitative high-throughput screening. Fumarate hydratase, mitochondrial (Homo sapiens), P07954. FH coupled MDH/diaphorase resazurin fluorescence, 15 min. Potency, µM (titrated, usually from 79.9 µM), for inactives: at the top dose activity change, negative = inhibition, usual class: inhibitors. 0.22% of 54,000 active; note: potency is the fitted concentration of half-maximal effect; % is set by controls: 0 for no effect and ±100 for the full control effect; the screen sought activators but most active calls are inhibition curves; nearly all actives have a fitted effect of over 45% in size
Target sequence (P07954 whole entry, looked up): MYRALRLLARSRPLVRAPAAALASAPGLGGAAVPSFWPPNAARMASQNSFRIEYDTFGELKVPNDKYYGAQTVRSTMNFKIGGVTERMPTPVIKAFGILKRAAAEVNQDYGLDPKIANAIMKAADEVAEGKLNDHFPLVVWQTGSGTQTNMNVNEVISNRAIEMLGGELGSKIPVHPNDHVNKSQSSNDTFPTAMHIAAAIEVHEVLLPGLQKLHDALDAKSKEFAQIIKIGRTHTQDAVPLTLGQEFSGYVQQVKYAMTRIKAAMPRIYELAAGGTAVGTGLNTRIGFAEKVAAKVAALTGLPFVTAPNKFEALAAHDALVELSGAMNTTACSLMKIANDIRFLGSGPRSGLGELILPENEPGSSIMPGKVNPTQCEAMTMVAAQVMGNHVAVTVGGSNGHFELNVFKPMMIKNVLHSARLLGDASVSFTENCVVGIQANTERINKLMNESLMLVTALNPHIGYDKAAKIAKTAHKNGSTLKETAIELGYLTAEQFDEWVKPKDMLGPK
GALK inh – inhibitors of human galactokinase (GALK); recombinant GALK, Kinase-Glo ATP luminescence, 1 h; Potency, µM (highest dose often 57.5 µM), inactives show top-dose activity, negative = inhibition, most hits filed as inhibitors; 44,000 tested, under 10 active;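 note: plate controls were full GALK reaction for no effect and reaction lacking GALK for full effect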
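Human GALK (5 nM) was incubated with 35 uM ATP and 100 uM galactose in 20 mM HEPES pH 8.0 with MgCl2, NaCl, DTT and BSA for 1 h at room temperature. Remaining ATP was measured by Kinase-Glo Plus luminescence.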
TSG101-PTAP inh – inhibitors of HIV-1 PTAP binding to human TSG101, validation. Fluorescence polarization, FITC-PTAP peptide/Tsg101, 20 min. Potency, µM (doses to about 115 µM), for inactives: at the top dose activity change, negative = inhibition, usual class: inhibitors. 44,000 tested, under 10 active; note: potency is the fitted concentration of half-maximal effect; 0% is about no effect
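Steps: Tsg101 binding domain (10 uM final) in HEPES pH 7.5/NaCl/Tween 20/EDTA/TCEP; add compound; add FITC-PTAP peptide (50 nM final); incubate 20 min r.t.; read polarization.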
B2AR arrestin ag – beta-arrestin recruitment by human beta2-adrenergic receptor ligands; 44,000 tested, under 10 active; HTLA Tango cells, beta-arrestin recruitment, luciferase luminescence, 18 h; P07550; Potency, µM (titrated, usually from 46.1 µM), for inactives: at the top dose activation, usual class: activators;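 note: potency is the fitted concentration of half-maximal effect; 0% = DMSO and full agonism = EC100 isoproterenol or metaproterenol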
Target sequence (P07550 whole entry, looked up): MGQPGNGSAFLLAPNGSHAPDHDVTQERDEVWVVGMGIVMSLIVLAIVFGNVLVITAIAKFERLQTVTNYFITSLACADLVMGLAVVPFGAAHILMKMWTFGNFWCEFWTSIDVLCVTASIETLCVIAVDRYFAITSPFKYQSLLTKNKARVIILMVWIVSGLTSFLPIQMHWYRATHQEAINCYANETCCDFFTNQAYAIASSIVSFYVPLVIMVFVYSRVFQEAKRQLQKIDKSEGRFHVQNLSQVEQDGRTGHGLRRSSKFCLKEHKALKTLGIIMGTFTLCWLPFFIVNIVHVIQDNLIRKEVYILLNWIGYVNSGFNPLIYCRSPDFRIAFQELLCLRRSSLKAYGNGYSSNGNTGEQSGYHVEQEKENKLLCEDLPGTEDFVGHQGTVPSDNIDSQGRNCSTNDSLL
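Luminescence read-out: arrestin recruitment to recombinant beta2-AR releases tTA, inducing luciferase. Cells exposed 18 hr at 37 degrees C to up to 46 microM compound; %Activity from corrected signal, concentration-response curves classified by r2, magnitude and efficacy.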
p53null 39C tox – p53 null cell cytotoxicity, nonpermissive temperature; Potency, µM (titrated, usually from 46.1 µM), for the others: top-dose activity, negative = cell killing, most hits filed as cytotoxic; H1299 p53-null (neo) cells, 39C, ATPlite viability, 24 h; 0.97% of 55,000 active;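 note: potency is the fitted concentration of half-maximal effect; 0% = DMSO only and -100% = full killing by 100 µM tamoxifen; nearly all actives have a fitted effect of over 50% in size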
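Following overnight plating at 37C (600 cells/well), H1299-neo or H1299-p53A138V cells are dosed up to 46 uM. Incubation lasts 24 hr at 39C before ATP detection.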
* hit, by the source's call; ? = inconclusive; / = not tested or not shown; [ ] = dose if it differs, or a comment. Calls come from the whole dose curve; as a rule, active = well fitted curve in the direction sought with a large enough effect; inconclusive = small, poorly fitted or top-dose-only effect, or another doubt; inactive = no such curve, though single readings can be large; an effect the other way counts as inactive or inconclusive.

SMILES	p53null 32C kill	NTMT1 inhibitor	FH mod	GALK inh	TSG101-PTAP inh	B2AR arrestin ag	p53null 39C tox
Cc1ccc2oc(C(=O)Nc3ccc(S(=O)(=O)N4CCCCC4C)cc3)cc(=O)c2c1 (stereo unspecified)	-7.2%	2.2%	15.3%	3.4%	2.0%	2.1%	7.8%
Cc1cccc(C)c1OCc1cc(=O)n2c3c(sc2n1)CCCC3	5.5%	1.7%	-8.9%	8.3%	2.5%	-2.0%	6.0%
CCOc1ccccc1N(CC(=O)N1CCc2ccccc2C1)S(=O)(=O)c1ccccc1	27.8%	0.4%	-17.4%	-3.5%	0.6%	0.5%	16.2%
O=C1SC(Nc2ccc(Cl)cc2)C(=O)N1Cc1ccccc1 (stereo unspecified)	17.7%	-6.7%	2.6%	-3.9%	0.2%	0.4%	-14.7%
CCOc1ccc2c(c1)c(=O)c(C(=O)c1ccccc1)cn2Cc1ccccc1F	-3.5%	-4.1%	-7.0%	0.6%	-1.3%	?	?
COc1ccccc1NC(=O)CN1C(=O)C(C)(C)c2ccccc21	4.2%	8.5%	-28.5%	-8.1%	0.4%	-0.7%	19.8%
O=c1c2oc3ccccc3c2n(Cc2ccccc2F)c(=O)n1Cc1ccc2c(c1)OCO2	3.3%	-6.3%	-4.7%	0.8%	3.1%	-1.1%	-2.8%
CC1CCCCN1Cc1c(O)ccc2c(=O)c(-c3cccc(Cl)c3)c(C(F)(F)F)oc12 (stereo unspecified)	5.2%	/	/	2.0%	-0.5%	-0.3%	-14.5%
COc1ccc(S(=O)(=O)N2CCC(Oc3cccc(C(F)(F)F)c3)CC2)cc1OC	-2.1%	-0.2%	2.9%	-0.2%	-4.6%	-1.3%	-17.6%
COC(=O)c1sccc1S(=O)(=O)N1CCN(c2ccc(C)cc2C)CC1	-10.3%	-3.2%	?	0.0%	-0.3%	0.7%	8.9%
COc1ccc(-n2ncc3c2ncn2nc(COc4ccc(Cl)cc4)nc32)cc1	-3.4%	9.8%	-18.9%	3.8%	-0.8%	-0.5%	5.7%
CCCn1c(=NC(=O)c2cc3ccccc3o2)c(C(=O)OCC)cc2c(=O)n3ccccc3nc21	14.2%	-5.4%	-16.2%	2.8%	-2.0%	-2.0%	-2.8%
Cc1ccc(-c2nc3ccccc3s2)cc1NC(=O)COc1ccccc1	-0.3%	14.8%	-1.8%	-0.8%	0.5%	0.0%	-27.6%
COc1ccc(-c2cn3c(C)c(C(=O)Nc4cc(C)cc(C)c4)sc3n2)cc1	1.7%	11.6%	-2.8%	1.1%	2.1%	0.0%	-19.6%
COc1c(Cl)cc(Cl)cc1/C=C(\C#N)c1nc2ccccc2[nH]1	-19.0%	23.7%	-2.0%	0.4%	-2.0%	-1.7%	1.9%
O=C(c1ccco1)N1CCN(c2nc3ccc(Cl)cc3s2)CC1	-7.9%	-6.9%	-4.9%	0.4%	-3.1%	-2.8%	-3.8%
O=C(CN1CCCN(Cc2ccccc2F)S1(=O)=O)Nc1ccc(F)c(Cl)c1	-11.0%	-13.0%	-7.6%	0.9%	0.9%	-0.7%	4.2%
CCc1cc(=O)oc2cc(C)c3c(-c4ccc(F)cc4)coc3c12	-4.7%	/	/	-1.5%	1.3%	0.8%	-6.2%
O=C(Nc1cc2c(cc1C(=O)c1ccccc1Cl)OCCO2)c1ccc(Br)cc1	7.1%	20.0%	-10.5%	-2.9%	-0.7%	0.3%	19.0%
COc1ccc(C2c3c(oc4ccc(F)cc4c3=O)C(=O)N2Cc2ccc3c(c2)OCO3)cc1 (stereo unspecified)	5.8%	0.1%	1.2%	1.7%	-6.6%	0.9%	-3.9%
CN(Cc1ccccc1)c1nc2c(S(=O)(=O)c3cccc(Cl)c3)nnn2c2ccsc12	-5.5%	7.3%	-3.3%	0.1%	1.1%	2.1%	-6.1%
CCOC(=O)c1ccc(NC(=O)CCc2c(C)nc3c(-c4ccc(F)cc4)c(C)nn3c2C)cc1	-5.3%	-2.2%	-3.8%	0.0%	3.0%	0.6%	-7.2%
Cc1cc(C)c(NC(=O)CSc2cn(CC(=O)N3CCOCC3)c3ccccc23)c(C)c1	-1.8%	7.4%	-0.2%	1.4%	-0.9%	0.7%	-6.4%
CCCOC(=O)c1cccc(NC(=O)c2c(-c3ccccc3Cl)noc2C)c1	27.4%	?	-11.8%	2.5%	-2.8%	0.9%	-11.4%
COc1ccc(/C=C(/C#N)c2nc(-c3ccc(-c4ccccc4)cc3)cs2)cc1OC	3.1%	?	0.9%	-0.8%	1.0%	-0.3%	-7.2%
Cc1ccc2c(=O)cc(C(=O)Nc3ccc(S(=O)(=O)N4CCCC(C)C4)cc3)oc2c1C (stereo unspecified)	9.1%	3.7%	-11.2%	-0.9%	1.0%	-0.8%	6.0%
Cc1cccc(C)c1NC(=O)CCSCCc1ccccn1	9.6%	-0.7%	0.0%	-0.7%	-2.6%	0.1%	29.4%
Cc1nnc(C)n1-c1ccc(C(=O)Nc2cccc(Br)c2)cc1	-10.7%	2.6%	-13.3%	4.3%	-0.8%	0.5%	16.9%
CC(=O)N1c2ccc(S(=O)(=O)NCc3ccccc3Cl)cc2CC1C (stereo unspecified)	-0.8%	-0.5%	-43.3%	8.6%	-4.8%	-0.1%	-3.1%
Cc1cc(C)n(-c2nc(C)c(C)c(=O)n2CC(=O)Nc2cccc([N+](=O)[O-])c2)n1	0.4%	18.5%	5.3%	-3.0%	1.8%	-2.6%	43.2%[activator]
CCn1c(C(=O)NCc2ccccc2)cc2sc(Cl)cc21	26.0%	6.0%	-27.2%	0.4%	-3.2%	-0.5%	?
CCCN(C(=O)c1cc2c(=O)oc3ccccc3c2s1)c1ccc(CC)cc1	3.2%	-2.4%	3.3%	0.0%	-1.5%	0.4%	1.0%
CC1CCc2c(sc(NC(=O)CCCOc3ccc(C(C)(C)C)cc3)c2C(N)=O)C1 (stereo unspecified)	11.2%	-0.2%	-15.4%	1.5%	0.8%	-0.5%	-10.4%
CC(CNC(=O)c1ccc2c(c1)nc1n2CCCCC1)c1ccccc1 (stereo unspecified)	?	3.2%	-4.7%	2.4%	-8.2%	2.1%	?
COc1cccc(C(=O)CN2CCN(S(=O)(=O)c3ccc(Cl)cc3)CC2)c1	-6.0%	19.1%	-20.0%	-1.9%	-0.8%	1.0%	-18.8%
Cc1ccc(Nc2nc3ccccc3c3nncn23)c(Cl)c1	-5.9%	/	/	-0.3%	-8.0%	0.4%	-15.6%
Cc1ccc(-c2nn(CC(=O)Nc3cccc(C(F)(F)F)c3)c(=O)c3ccccc23)cc1	11.4%	10.3%	-21.3%	1.2%	3.0%	1.1%	6.4%
Cc1ccc(C)c(N2CCN(C(=O)c3nn(C)c4c3CS(=O)(=O)c3ccccc3-4)CC2)c1	-11.8%	14.7%	-26.1%	?	-0.8%	0.8%	-18.8%
O=C(CCNS(=O)(=O)c1ccc2c(c1)CCN2C(=O)C1CC1)Nc1ccc(F)cc1F	0.5%	1.3%	6.8%	4.1%	2.8%	0.5%	-5.2%
COc1ccc(-c2nc3ccccc3o2)cc1NC(=O)c1ccc(-c2ccc(C)c(Cl)c2)o1	4.1%	8.6%	4.7%	0.5%	1.0%	-0.4%	-11.5%

Reformatted with two lines to a compound: entries from further up.
Values run as follows: p53null 32C kill	NTMT1 inhibitor	FH mod	GALK inh	TSG101-PTAP inh	B2AR arrestin ag	p53null 39C tox
- O=C(c1ccco1)N1CCN(c2nc3ccc(Cl)cc3s2)CC1
 : -7.9%	-6.9%	-4.9%	0.4%	-3.1%	-2.8%	-3.8%
- O=C(CN1CCCN(Cc2ccccc2F)S1(=O)=O)Nc1ccc(F)c(Cl)c1
 : -11.0%	-13.0%	-7.6%	0.9%	0.9%	-0.7%	4.2%
- CCc1cc(=O)oc2cc(C)c3c(-c4ccc(F)cc4)coc3c12
 : -4.7%	/	/	-1.5%	1.3%	0.8%	-6.2%
- O=C(Nc1cc2c(cc1C(=O)c1ccccc1Cl)OCCO2)c1ccc(Br)cc1
 : 7.1%	20.0%	-10.5%	-2.9%	-0.7%	0.3%	19.0%
- COc1ccc(C2c3c(oc4ccc(F)cc4c3=O)C(=O)N2Cc2ccc3c(c2)OCO3)cc1 (stereo unspecified)
 : 5.8%	0.1%	1.2%	1.7%	-6.6%	0.9%	-3.9%

Next results.
SMILES	p53null 32C kill	NTMT1 inhibitor	FH mod	GALK inh	TSG101-PTAP inh	B2AR arrestin ag	p53null 39C tox
CCOc1ccc(C(=O)c2cnc3ccc(Cl)cc3c2S(=O)(=O)c2ccc(C)cc2)cc1	9.9%	-1.8%	-5.1%	-5.6%	1.0%	0.5%	8.4%
COc1ccc(OC)c(CCNC(=O)c2cc3cccc4c3n2CCS4)c1	-9.3%	9.9%	-14.0%	3.8%	11.1%	-0.3%	-2.2%
COc1ccc(C)cc1NC(=O)CN1C(=O)COc2ccc(S(=O)(=O)N3CCC(C)CC3)cc21	-3.8%	2.1%	-20.1%	2.1%	1.5%	-0.8%	-20.7%
CSc1cccc(NC(=O)c2cnn(-c3ccc(F)cc3)c2-n2cccc2)c1	12.1%	?	?	2.2%	0.8%	1.7%	51.6%[activator]
CCOC(=O)CNc1nc(Oc2ccc(=O)n(C)n2)nc(N(CC)CC)n1	-2.0%	21.6%	6.5%	0.0%	-1.4%	-1.5%	-5.5%
COc1ccc(CNC(=O)CN2C(=O)CSc3ccc(S(=O)(=O)N4CCCC4)cc32)cc1	-6.1%	0.0%	0.8%	-7.2%	0.0%	-0.6%	-20.9%
COc1ccc(CNC(=O)c2ccc3c(c2)nc2n3CCC(C)C2)c(OC)c1 (stereo unspecified)	-5.4%	-3.2%	-11.6%	-5.2%	-1.0%	0.3%	4.0%
CCOC(=O)N1CCc2c(sc3c2c(=O)n(-c2ccc(CC)cc2)c(=O)n3CC(=O)Nc2ccc(C)cc2)C1	9.7%	-21.8%	4.5%	-11.3%	-2.9%	0.9%	-5.6%
Cc1cccc(NC(=O)CN2C(=O)COc3ccc(S(=O)(=O)Nc4ccccc4)cc32)c1C	-7.5%	10.4%	-3.4%	-0.2%	2.9%	0.9%	14.0%
O=C(Cn1cnc2onc(-c3ccc(F)cc3)c2c1=O)Nc1cccc(C(F)(F)F)c1	33.9%[activator]	7.4%	-6.0%	-0.2%	-1.7%	-1.2%	-15.4%
O=C(CN1CCN(C2CCCCC2)C(=O)C1=O)Nc1ccc(Cl)cc1	3.4%	-1.3%	-23.4%	4.4%	1.9%	-1.4%	7.5%
Cc1ccc(C(=O)CSc2ncc3c(n2)-c2ccccc2N(Cc2ccc(Cl)cc2)S3(=O)=O)cc1	-0.7%	9.5%	3.1%	-2.9%	-4.2%	2.2%	11.7%
Cc1ccc(Oc2c(C(F)(F)F)oc3c(CN4CCC(C)CC4)c(O)ccc3c2=O)cc1	4.0%	?	-0.4%	4.3%	-7.1%	-0.1%	?
Cc1ccc(CSc2oc(-c3cccs3)nc2S(=O)(=O)c2ccc(C)cc2)cc1	-5.9%	-0.1%	-31.7%	6.6%	15.6%	0.4%	2.7%

Not all compounds are listed, so the mix of outcomes need not match the whole.
